Bioassay records as filed in PubChem.
IL1B secr inh = blocks inflammasome-driven IL-1 beta release. 4.7% of 360,000 active. AID 743279. THP-1 LPS/ATP IL-1B secretion, AlphaLISA, 16 h; stronger effect = lower value. activity change, % at 57.5 µM; in the data active means activity change below about -50%; inconclusive means mostly about -30% to -49%; further: on the % scale 0 is the no-effect control and ±100 the full control effect
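Secreted IL-1B measured by AlphaLISA bead assay after 16 h compound exposure of THP-1 cells; compounds (final up to 57.5 uM) added 1 h before LPS (250 ng/mL) and ATP (1.25 mM) stimulation; lower signal means less secretion.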
Nrf2 block = blocks Nrf2 signaling | A549 ARE-Fluc reporter, luciferase luminescence, 18-24 h | Potency, µM (highest dose often 46 µM), for the others: at the top dose activity change, negative = inhibition, hits mostly inhibitors | 2.1% of 360,000 active | AID 504444; further: potency means the concentration at half of the fitted maximal effect; on the % scale 0 is the no-effect control and ±100 the full control effect; nearly all actives have a fitted effect of over 60% in size
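Concentration-response testing used A549 ARE_Fluc cells at 5000 cells/well. Following an 18-24 h compound incubation, viability was read by fluorescence (Ex 405/Em 525) and luciferase output by luminescence.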
A549 viability = A549 cytotoxicity, counter-screen for Nrf2 inhibitors | A549 ARE-Fluc cells, CellTiter-Fluor viability, 18-24 h | Potency, µM (doses to about 46 µM), inactives show top-dose activity change, negative = cytotoxicity, usual class: inhibitors | 0.16% of 390,000 active | AID 504648; further: potency means the concentration at half of the fitted maximal effect; on the % scale 0 is the no-effect control and ±100 the full control effect
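A549 ARE-Fluc cells in 5% FBS OPTI-MEM, 5000 cells/well, rested 2 h then exposed to compounds in concentration-response for 18-24 h at 37 °C. Viability by CellTiter-Fluor fluorescence (Ex 405/Em 525) after 30 min; luciferase luminescence (BugLite, 15 min, RT) read afterwards.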
TGFb SMAD3 inh = inhibitors of TGF-b signaling; 1.2% of 410,000 active; HepG2 CAGA-GFP TGF-b/SMAD3 reporter, GFP fluorescence, 18 h; TGF-beta stimulated, 500 pg/mL final; AID 588855; Potency, µM (top dose mostly 46.1 µM), for inactives: at the top dose activity, negative = inhibition, actives largely listed as inhibitors; further: potency means the concentration at half of the fitted maximal effect; on the % scale 0 is the no-effect control and ±100 the full control effect; nearly all actives have a fitted effect of over 65% in size
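Cell-based qHTS in HEPG2 carrying a CAGA-GFP Smad reporter; compounds added before 500 pg/mL final TGF-beta, 18 h incubation at 37 degrees C, GFP fluorescence quantified per cell by imaging cytometry.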
ATXN2 expr inh = inhibitors of ATXN2 expression; HEK-293 ATXN2-luciferase reporter, luminescence, 24 h; Potency, µM (top dose mostly 57 µM), without a hit: top-dose activity change, negative = inhibition, actives largely listed as inhibitors; 0.72% of 360,000 active; further: potency means the concentration at half of the fitted maximal effect; on the % scale 0 is the no-effect control and ±100 the full control effect; nearly all actives have a fitted effect of over 55% in size
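qHTS (up to 57 uM final) was run with 24 h compound exposure of reporter cells at 37 °C. Each well was multiplexed: SteadyGlo luminescence measured ATXN2-luciferase expression after a fluorogenic Gly-Phe-AFC viability readout (25 uM final).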
Nrf2 ARE act = Nrf2 pathway activation. 0.31% of 410,000 active. Potency, µM (titrated, usually from 46.1 µM), inactives show at the highest dose activation, hits mostly activators. AID 624171. AREc32 ARE-luciferase reporter (MCF7-derived line), luminescence, 24 h; further: potency means the concentration at half of the fitted maximal effect; % of control where 0% means no effect; nearly all actives have a fitted effect of over 65% in size
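Cells of the AREc32 ARE-luciferase line are plated in OPTI-MEM containing 5% FBS and left overnight at 37 deg C. Compounds are pinned in, incubation continues 24 hr, and firefly luciferase signal is then measured.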
HepG2 tox = counter-screen for TGF-b inhibitors: cytotoxicity in HepG2 cells. HepG2 CAGA-GFP viability, ATP luminescence, 18 h. Potency, µM (highest dose often 46.1 µM), for the others: at the top dose activity change, negative = cytotoxicity, hits mostly cytotoxic. 0.76% of 410,000 active. AID 588856; further: potency means the concentration at half of the fitted maximal effect; some results filed as inactive show a strong effect at the top dose
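CellTiter-Glo luminescence gave cytotoxicity after 18 hours at 37 degrees C. The cells were HepG2 CAGA-GFP in 1% FBS DMEM, stimulated with 500 pg/mL TGF-beta after compound addition. %Activity was normalised to no-cell wells (complete cell-killing) and DMSO (no toxicity), and curves were fitted and classified.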
S2 tox = cell viability loss in ATXN counter-screen | 0.49% of 400,000 active | AID 651635 | Potency, µM (top dose mostly 56.7 µM), actives largely listed as cytotoxic | S2 cells (HEK-293 line with an ATXN2-luciferase reporter) viability, CellTiter-Fluor protease fluorescence, 24 h; further: potency means the concentration at half of the fitted maximal effect; nearly all actives have a fitted effect of over 40% in size
MCF10A rerep = induces DNA re-replication in MCF 10a normal breast cells. Potency, µM (doses to about 46.1 µM), for inactives: at the highest dose activity, positive = re-replication, usual class: activators. MCF 10A DNA re-replication, Hoechst nuclear intensity, 48 h. AID 624296. 2.9% of 350,000 active; further: potency means the concentration at half of the fitted maximal effect; % of control where 0% means no effect; nearly all actives have a fitted effect of over 50% in size
* = called active by the depositor; i = inactive; ? = inconclusive; · = no result given; [ ] = remark or other dose. Unless noted, the call rests on the fitted dose curve; in most records, active means well fitted curve in the direction sought with a large enough effect; inconclusive means small, poorly fitted or top-dose-only effect, or another doubt; inactive means no such curve, though single readings can be large; an effect the other way counts as inactive or inconclusive.

SMILES | IL1B secr inh | Nrf2 block | A549 viability | TGFb SMAD3 inh | ATXN2 expr inh | Nrf2 ARE act | HepG2 tox | S2 tox | MCF10A rerep
Cc1ccc(NC(=O)C2CCN(S(=O)(=O)c3ccc4[nH]c5c(c4c3)CCCCC5)CC2)cc1 | · | ? | -7.4% | ? | · | 0.0% | 5.4% | · | ·
CN(C)c1ccc(P(=O)(CC(=O)N/N=C/c2ccc(C#N)cc2)OCCCl)cc1 (stereo unspecified) | 0.0 | ? | 8.2% | -2.9% | -25.9% | 0.2% | 0.7% | i | ?
COc1ccc2c(c1)[C@H]1[C@H](CO2)[C@H](c2ccccc2)[C@]2(C)C(=O)Nc3cc(F)c(F)cc3C(=O)N12 | -1.8 | ? | -8.9% | 4.5% | -11.2% | 1.2% | -13.0% | i | ?
CCOc1ccc(-n2ccnc2SCC(=O)Nc2ccc3c(c2)OCO3)cc1 | · | · | 1.3% | -13.1% | · | -1.3% | -24.0% | · | ·
COc1ccc2nc(N3C(=O)CC(Cc4cc(C)cc(C)c4)C3=O)sc2c1 (stereo unspecified) | 18.0 | 2.4% | 0.1% | 5.1% | -5.7% | 0.2% | 6.7% | i | 8.6%
COc1ccc(CC(=O)N2CCN(c3ccccc3OC)CC2)cc1OC | 0.3 | -28.4% | 5.4% | -0.2% | -2.9% | 2.7% | -23.6% | i | -5.2%
Cc1ccc2[nH]c(=O)c(CN(C(=O)c3cccs3)c3ccccc3)cc2c1 | 1.2 | ? | -15.6% | ? | 3.7% | 2.4% | 10.7% | i | 14.7%
C#CCOCCOCCOCCNc1nc(N2CCOCC2)nc(N2CCN(C(=O)[C@H](Cc3ccc(O)cc3)n3cc([C@@H](N)C(C)CC)nn3)CC2)n1 (stereo partly specified) | -28.8 | 4.6% | -12.7% | 0.9% | -2.1% | -0.4% | -2.2% | i | 0.1%
COc1ccc(Cl)cc1C(=O)N1CCN=C1SC | -0.5 | -15.6% | -5.6% | 1.8% | 4.8% | -0.3% | 1.6% | i | 4.1%
C=C(CN(C)C)C(=O)c1ccc(OC2OC(COC(C)=O)C(OC(C)=O)C(OC(C)=O)C2OC(C)=O)cc1 (stereo unspecified) | -101.3* | ? | ? | ? | ? | ? | -94.1% | 9.47µM* | ?
COC(=O)Cc1c(O)ccn(Cc2ccc(F)cc2)c1=O | -1.0 | ? | ? | -9.5% | 0.3% | -0.8% | -16.3% | i | -5.4%
COc1ccc(C2=NOC(Cn3nc(C(=O)NCC4CC4)cc3-c3ccccc3)C2)cc1 (stereo unspecified) | 5.1 | ? | -12.6% | -18.3% | -1.6% | 4.0% | -18.1% | i | 5.4%
Cn1cccc1Cc1nnc(SCC(N)=O)n1CCc1ccccc1 | -8.6 | -18.0% | -9.5% | 12.4% | 7.0% | 0.2% | 6.2% | i | 1.0%
Cc1c(NC(=S)NC(=O)c2cc3ccccc3o2)c(=O)n(-c2ccccc2)n1C | 6.8 | 5.6% | 0.1% | 4.0% | -1.1% | -0.4% | 4.8% | i | 3.3%
CN(Cc1ccccc1)C(=O)CC(c1ccccc1)c1cc(Cl)ccc1O (stereo unspecified) | -29.1 | -7.4% | 6.8% | 15.8µM* | -36.2% | 4.1% | -100.1% | i | ?
COC(=O)C(NC(=O)CNS(=O)(=O)c1ccc(Br)cc1)c1ccccc1 (stereo unspecified) | -17.3 | 1.7% | -0.6% | -5.0% | -2.1% | -0.9% | -23.3% | i | -3.0%
O=C(Oc1ccc(O)cc1)C12CC3CC(CC(C3)C1)C2 | 25.9 | ? | -1.4% | ? | 6.6% | 19.8% | -35.8% | i | ?
O=C(c1cccs1)N1CCN(c2ccc(Cl)cc2)CC1 | ? | -4.8% | 2.9% | 9.8% | 8.6% | -0.4%[9.22 µM] | 7.1% | i | -12.3%
COC(=O)C1=C(C)NC(=O)NC1c1ccco1 (stereo unspecified) | 18.8 | -27.9% | -7.7% | 6.6% | 7.6% | -0.6% | 0.0% | i | 5.8%
O=C(CCS(=O)(=O)c1ccccc1)Nc1nnc(C(F)(F)F)s1 | 3.3 | -24.0% | ? | ? | 29.9% | ? | -8.6% | i | 23.1µM*
COc1ccc2c(c1)c(CC(=O)NCc1cc([N+](=O)[O-])ccc1O)c(C)n2C(=O)c1ccc(Cl)cc1 | 0.0 | 3.2% | 1.1% | ? | -1.1% | 0.0% | -31.5% | ? | 23.1µM*
Cc1cc(C(=O)COc2ccc(C#N)cc2)c(C)n1C1CC1 | -16.6 | 5.8% | 0.5% | -31.5% | -0.9% | -0.4% | -0.3% | i | 5.7%
CCCC(=O)Nc1nc2nc(-c3ccccc3)cc(=O)n2[nH]1 | 40.0 | -5.0% | -2.4% | -22.2% | -1.4% | -0.2% | -6.3% | i | 1.6%
CC(C)c1ccc(C(=O)NN2CCOCC2)cc1 | 7.6 | 22.0% | 5.6% | 9.0% | -19.9% | -0.4% | 6.6% | i | -51.0%[inhibitor]
O=S(=O)(NC1CCCCC1)c1ccc(Cl)s1 | 7.2 | -11.1% | 2.7% | 2.2% | 0.1% | -0.4% | -18.7% | i | 20.6µM*
c1ccc(Cn2nnc3c(N4CCCC4)ncnc32)cc1 | -3.3 | · | 1.8% | 5.9% | 0.0% | -0.5% | -18.7% | i | 2.6%
CCOc1[nH]n(-c2ccccc2)c(=O)c1C=NCc1ccncc1 | 10.9 | -3.6% | 3.6% | 0.4% | -0.9% | 0.1% | -3.4% | i | 3.8%
CCN(CC)C(=O)/C(=C\c1cccc([N+](=O)[O-])c1)NC(=O)c1ccco1 | 5.2 | 9.4% | -1.5% | 4.8% | 1.9% | 4.8% | -0.6% | ? | -16.8%
Cc1ccc(C)c2nc(Cl)c(C3NC(=O)c4ccccc4N3)cc12 (stereo unspecified) | 21.4 | ? | -15.0% | -10.2% | -19.4% | 3.3% | 0.5% | i | ?
Cc1ccc(C2C(=O)N(C3CCCCCC3)CC(=O)N2C(C)C)cc1 (stereo unspecified) | · | · | 1.8% | ? | · | 0.7% | -16.1% | · | ·
COc1ccc(C(CNC(=O)c2cccn2C)N2CCOCC2)cc1 (stereo unspecified) | 4.9 | 25.0% | -0.3% | -0.3% | · | 0.4% | -13.6% | i | 15.5%
COc1ccc(OCC(=O)Nc2ccc3c(c2)nc(CCN2CCOCC2)n3C)cc1 | 11.6 | -3.3% | · | -2.5% | 10.9% | 3.0% | -2.4% | i | -0.1%
O=C(c1nc2ccc(Cl)cn2c1CN1CCC[C@H]1CO)N1CCCCCCC1 | 20.4 | 20.1% | -1.7% | -0.7% | 1.3% | -0.1% | -1.3% | i | 0.9%
Cc1csc(OCc2ccc(C#N)cc2)n1 | 9.8 | 3.3% | -1.6% | 1.2% | -1.5% | 2.2% | -0.2% | i | 1.1%
O=C1N/C(=C/c2ccc(N3CCCC3)cc2)C(=O)N1c1ccccc1 | 3.4 | ? | -9.4% | 120.2%[activator] | -7.4% | 7.8% | -23.1% | ? | ?
COC(=O)c1sc2nc(CN3CCN(c4cccc(C(F)(F)F)c4)CC3)[nH]c(=O)c2c1C | 51.9 | -2.5% | 7.0% | -20.7% | -6.6% | -0.8% | -6.9% | i | -4.1%

Limited to Nrf2 ARE act, A549 viability and ATXN2 expr inh, for 3 of the compounds above:
Structure	Nrf2 ARE act	A549 viability	ATXN2 expr inh
c1ccc(Cn2nnc3c(N4CCCC4)ncnc32)cc1	-0.5%	1.8%	0.0%
CCOc1[nH]n(-c2ccccc2)c(=O)c1C=NCc1ccncc1	0.1%	3.6%	-0.9%
CCN(CC)C(=O)/C(=C\c1cccc([N+](=O)[O-])c1)NC(=O)c1ccco1	4.8%	-1.5%	1.9%

The list goes on:
SMILES | IL1B secr inh | Nrf2 block | A549 viability | TGFb SMAD3 inh | ATXN2 expr inh | Nrf2 ARE act | HepG2 tox | S2 tox | MCF10A rerep
COCCN(CC(=O)Nc1cccc(C)c1C)C(=O)c1cc(-c2ccncc2)nc2ccccc12 | -21.9 | -11.1% | -3.3% | -0.4% | -5.0% | -1.2% | 6.6% | i | -2.4%
CC(C)(C)C(=O)Nc1ccc(C(=O)NNC(=O)c2ccccc2)cc1 | 13.5 | 4.9% | -2.0% | 24.0% | 16.2% | 0.1% | 3.7% | i | -36.0%[inhibitor]
CCc1ccc(OCC(=O)Nc2ncn[nH]2)c(Br)c1 | · | ? | -0.3% | 0.0% | ? | -1.4% | -51.4% | i | ·
Cc1cccc(OCCCC(=O)O)c1C | -3.6 | -25.2% | -14.1% | 0.0% | -35.3% | -0.1% | -15.7% | i | -2.6%
CC(C)C(=O)N1CCN(c2ccccc2NC(=O)Cc2ccc(Cl)cc2)CC1 | 0.4 | 8.1% | -9.4% | 0.0% | -20.9% | 3.1% | -23.2% | i | 8.4%
COc1ccc(-c2cc(C(=O)N(C)CC(=O)Nc3ccccc3Cl)c3ccccc3n2)cc1OC | -52.1* | -11.0% | -6.7% | 22.1% | -6.4% | 4.0% | -0.6% | ? | ?
CCC(C)c1ccc(NC(=S)Nc2ccc(OC)cc2C)cc1 (stereo unspecified) | 0.0 | 14.5% | 10.0% | ? | 1.5% | 0.2% | -42.8% | i | ?
CC(=O)c1cccc(NC(=O)CNC(=O)c2cc3ccccc3o2)c1 | 204.8 | 12.2% | 10.8% | 3.8% | 14.6% | -0.2% | 0.8% | i | 4.8%
CCOC(=O)c1sc(-c2ccc(F)cc2)cc1N | -27.7 | · | 14.2% | 13.8% | 45.0%[activator] | 4.1% | -11.1% | i | ?
Cc1c([N+](=O)[O-])cc(C(=O)Oc2cccc(C(=S)N3CCOCC3)c2)cc1[N+](=O)[O-] | 2.9 | -4.9% | 6.3% | -14.7% | -10.9% | 0.0% | -29.8% | i | 3.2%
O=C1NC2=C(C(=O)CCC2)C(c2ccccc2[N+](=O)[O-])N1 (stereo unspecified) | 12.6 | 1.1% | -11.3% | 4.6% | 7.4% | 0.1% | 0.5% | i | ?
